# Efflux pump mplx = antifungal efflux pump inhibition, Nile Red retention. S. cerevisiae Candida pump triplex. inhibition, % at 10 µM. actives 0.44% (n = 330,000). AID 485275;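 active means plate passing quality check with inhibition over a set limit, or well fluorescence over plate mean plus 4 SD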;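 further: Nile Red retained in pooled yeast measured as flow cytometry median fluorescence; 0% = buffer negative control and 100% = Enniatin B positive control; higher means more Nile Red kept so more efflux inhibition; some compounds called inactive have numbers as strong as hits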
# PP5 primary = PP5 (human) phosphatase inhibition. P53041. purified PP5c, OMFP substrate fluorescence. inhibition, % at 6.7 µM. actives 0.18% (n = 320,000). AID 1987;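 active means inhibition above the campaign's mean inhibition across all tested compounds plus 3 SD, cut at about 9.5% in these data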;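 further: 0% = DMSO only and 100% = 100 µM cantharidin control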
# Target sequence (P53041 whole entry, looked up): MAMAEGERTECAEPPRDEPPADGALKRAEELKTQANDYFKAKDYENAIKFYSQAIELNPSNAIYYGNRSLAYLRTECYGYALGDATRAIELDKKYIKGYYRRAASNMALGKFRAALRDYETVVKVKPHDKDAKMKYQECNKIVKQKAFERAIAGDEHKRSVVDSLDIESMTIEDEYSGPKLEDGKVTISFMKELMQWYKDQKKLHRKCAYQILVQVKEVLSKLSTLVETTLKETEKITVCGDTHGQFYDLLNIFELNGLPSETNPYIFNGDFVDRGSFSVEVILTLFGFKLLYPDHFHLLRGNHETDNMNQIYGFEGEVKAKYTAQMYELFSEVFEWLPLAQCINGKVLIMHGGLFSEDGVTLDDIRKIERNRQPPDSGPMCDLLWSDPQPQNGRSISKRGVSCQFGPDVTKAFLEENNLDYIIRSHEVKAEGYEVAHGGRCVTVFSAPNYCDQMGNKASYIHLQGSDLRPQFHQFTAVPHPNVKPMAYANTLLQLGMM
# PREPL inhibitor = human PREPL enzyme inhibition; AID 2751; actives 0.68% (n = 320,000); recombinant PREPL, fluorescence polarization activity-based probe; inhibition, % at 5.96 µM; in the data active means inhibition above about 43%;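 further: 0% = enzyme with DMSO and 100% = wells lacking enzyme; many of its hits are not listed in these tables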
# CTSL1 counter = cathepsin L1 inhibition, PFM18AAP counter-screen; inhibition, % at 5.96 µM; recombinant F. hepatica cathepsin L1, Z-Leu-Arg-MCA fluorescence; AID 1906; actives 0.49% (n = 300,000);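 active means inhibition above the mean of all tested compounds plus 3 SD, set per screening campaign, cut at about 17% in these data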;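 further: 0% = plate median of test compound wells and 100% = 1 µM Z-Phe-Ala-diazomethylketone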
# HCV core dimer = HCV core protein dimerization inhibition | TR-FRET GST/Flag-core106 dimerization, 1536-well | inhibition, % at 5 µM | actives 0.33% (n = 300,000) | AID 1899;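 active means inhibition above the mean of all tested compounds plus 3 SD, set per screening campaign, cut at about 45% in these data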
#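 Assay system: GST-tagged and Flag-tagged HCV core protein residues 1-106 / Times: compound-protein-antibody incubation 4 h at 22.5 °C / Signal: time-resolved FRET, ex 340 nm, em 617 and 671 nm / Evaluation: % inhibition based on acceptor/donor emission ratio / Benchmarks: wells lacking GST-core106 and wells with excess unlabelled core106 / Repeats: singlicate, one well per compound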
# TPT1 inh = C. albicans TPT1 enzyme inhibition; actives 0.81% (n = 300,000); inhibition, % at 5 µM; recombinant caTPT1, FP RNA substrate dephosphorylation;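 active means inhibition above the mean of all tested compounds plus 3 SD, set per screening campaign, cut at about 24% in these data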;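 further: plate controls were DMSO alone for no effect and ferristatin control at 100 nM for full effect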
# GASC-1 inh = inhibitors of human GASC-1 (JMJD2C) demethylase; Q9H3R0; GST-JMJD2C(1-420) H3K9me3 demethylation, DELFIA europium; inhibition, % at 2.35 µM; actives 0.069% (n = 330,000);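 active means more than half of a compound's replicate wells show inhibition beyond 50%, single wells judged on their own value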;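 further: signal counts dimethyl H3K9 product captured on neutravidin plate; 0% = median of DMSO wells and 100% = 0.3 times that DMSO median; strong numbers were not always called active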
# LYPLA2 inh = counter-screen for PME1 inhibitors: inhibitors of human LYPLA2. inhibition, % at 5.9 µM. actives 0.38% (n = 320,000). recombinant LYPLA2, FP-Rh probe fluorescence polarization. O95372;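 active means inhibition above the screen-wide mean plus 3 SD, limit set per campaign, cut at about 26% in these data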;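 further: 0% = LYPLA2 with DMSO and 100% = wells lacking LYPLA2 enzyme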
# Target sequence (O95372 whole entry, looked up): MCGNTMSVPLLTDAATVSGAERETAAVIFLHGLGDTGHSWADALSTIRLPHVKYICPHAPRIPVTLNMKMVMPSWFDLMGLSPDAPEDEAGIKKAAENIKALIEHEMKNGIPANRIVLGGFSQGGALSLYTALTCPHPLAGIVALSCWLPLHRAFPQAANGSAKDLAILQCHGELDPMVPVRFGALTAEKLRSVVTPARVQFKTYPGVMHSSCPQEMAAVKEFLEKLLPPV
# PP1 counter = blocks human PP1-alpha phosphatase, a PP5 counter-screen; P62136; purified PP1alpha, OMFP fluorescence; inhibition, % at 6.7 µM; actives 0.9% (n = 320,000); AID 2235;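 active means inhibition above the mean inhibition of all tested compounds plus 3 SD, computed separately for each screening campaign, cut at about 15% in these data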
# Target sequence (P62136 whole entry, looked up): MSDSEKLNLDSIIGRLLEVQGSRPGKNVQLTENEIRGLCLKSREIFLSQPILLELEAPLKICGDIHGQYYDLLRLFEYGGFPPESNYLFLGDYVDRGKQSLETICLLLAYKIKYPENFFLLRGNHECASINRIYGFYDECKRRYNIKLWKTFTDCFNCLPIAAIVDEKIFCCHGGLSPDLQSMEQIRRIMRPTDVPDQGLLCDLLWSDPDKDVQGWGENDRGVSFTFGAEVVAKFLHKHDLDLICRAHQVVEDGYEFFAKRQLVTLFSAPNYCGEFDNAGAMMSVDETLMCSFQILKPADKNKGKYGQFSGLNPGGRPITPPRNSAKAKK
# * hit, by the source's call; x = not tested or not shown; & = joins results of further samples. A portion of the library. The share of hits here may be higher or lower than overall.
SMILES,Efflux pump mplx,PP5 primary,PREPL inhibitor,CTSL1 counter,HCV core dimer,TPT1 inh,GASC-1 inh,LYPLA2 inh,PP1 counter
Cc1ccsc1CNC1C2CC3CC(C2)CC1C3 (configuration not stated),0.1,-0.2,13,3,0,1,0,-2,-5
CN(C)CC(C)(C)CNS(=O)(=O)c1cccc(Cl)c1Cl,0.0,-0.9,-2,-1,-3,0,0,3,-2
Cc1cc(C)nc(NC(=O)c2cc(Br)ccc2Cl)n1,0.8,1.5,2,-2,-1,2,4,2,-1
CCCCCn1c(=O)[nH]c2cc(C(=O)NCCCN(C)Cc3ccccc3)ccc2c1=O,-0.1,0.4,-3,-3,-1,2,-7,-4,-4
CN=c1scc(C)n1/N=C/c1ccc(O)cc1,0.0,-1.1,6,3,-34,1,x,0,-3
CC(Sc1nnc(-c2ccccc2)c(-c2ccccc2)n1)C(=O)N1CCc2ccccc21 (configuration not stated),-0.1,-0.5,-6,-1,19,-2,6,-8,5
Cc1onc(-c2c(Cl)cccc2Cl)c1C(=O)N1CCCc2ccccc21,-0.1,0.2,1,-1,2,-4,-2,8,-3
O=C(C[n+]1cc(Br)cc(Br)c1)c1cccc([N+](=O)[O-])c1,0.5,-0.3,24,-7,15,-2,6,-3,12
COc1ccc(/C=N/Nc2nc(C)c([N+](=O)[O-])c(N(C)c3ccccc3)n2)cc1OC,0.0,-2.1,3,2,12,-4,-13,5,-1
Cc1ccc(Oc2ccc(C=O)cn2)cc1,0.0,0.8,20,-1,-14,-4,-8,-1,-1
CCC1CCCCN1CCCNC(=O)C1CCC(Cn2c(=O)[nH]c3ccccc3c2=O)CC1 (configuration not stated),-0.1,3.8,9,3,-2,0,-6,1,-2
CC(C)(C)N1CC(C(=O)Nc2ccc(S(N)(=O)=O)cc2)CC1=O (configuration not stated),0.3,-5.5,1,-3,-14,-3,-1,1,-6
CCCc1cc(=O)[nH]c(NCc2ccc(Cl)cc2)n1,-0.1,7.9,4,-4,-6,-6,-6,4,-2
Cc1ccc2c(c1)[C@@H](O)C[C@@H](C)N2N=O,0.0,0.6,-6,4,-3,2,-9,4,-1
CCOC(=O)c1c(C)c(C(=O)N2CCN(c3ccc(F)cc3)CC2)c(C)n1C,0.0,2.5,-46,-2,4,0,3,-8,-8
Cc1c(O)ccc2c(CN(C)Cc3ccccc3)cc(=O)oc12,-0.1,0.3,-3,4,1,-4,8,5,0
COC(=O)CSC1=C(C#N)C(c2ccc(C)cc2)C2=C(CCCC2=O)N1 (configuration not stated),0.0,1.6,2,-2,-2,-6,-2,4,-6
c1ccc(CSc2nnnn2-c2ccc3c(c2)OCCO3)nc1,0.1,0.6,13,1,1,1,25,-1,0
Nc1cc(C(=O)N2CCN(c3ccc([N+](=O)[O-])cc3)CC2)ccc1N1CC2CC(C1)c1cccc(=O)n1C2 (configuration not stated),-0.1,-2.4,23,0,16,1,4,11,-6
COCCCNC(=O)c1ccc(CS(=O)(=O)c2ccc(OC)cc2)o1,-0.2,3.2,-7,-1,-1,3,4,-6,-6
COc1ccccc1OCc1ccc(C(=O)n2nc(C)c(Cl)c2C)o1,0.0,4.3,0,3,-3,1,5,-1,2
COCCn1c(=O)[nH]c2cc(C(=O)Nc3cc(C)cc(C)c3)ccc2c1=O,-0.3,0.7,8,3,-9,-3,4,-7,2
COc1ccccc1C1(CC(=O)N2CCCCC2)CCOC(C(C)C)C1 (configuration not stated),-0.2,-1.5,-3,-4,-4,-3,-1,-2,-1
CN1CCN(S(=O)(=O)c2ccc(CNC(=O)c3ccccc3)s2)CC1,0.0,-0.5,4,-3,-3,0,-9,-5,1
CC(C)C(C(=O)Nc1ccncc1)c1ccc(Cl)cc1 (configuration not stated),1.2,4.7,-32,2,-6,0,-42,10,6
SMILES,Efflux pump mplx,PP5 primary,PREPL inhibitor,CTSL1 counter,HCV core dimer,TPT1 inh,GASC-1 inh,LYPLA2 inh,PP1 counter
CC1CCN(S(=O)(=O)c2ccc(NC(=O)CCN3C(=O)c4ccccc4C3=O)cc2)CC1,-0.3,5.2,-3,3,5,2,0,2,4
C=C(C)CSc1nnc(-c2cccc(S(=O)(=O)N(C)C)c2)n1-c1cc(OC)ccc1OC,-0.1,1.9,12,0,3,-7,-16&-12,6,0
COC(=O)c1cc(-c2c(-c3cc(OC)c(OC)c(OC)c3)noc2C)cc([N+](=O)[O-])c1,0.1,-0.3,3,0,-2,1,-19,0,-1
O=C(CN1C(=O)NC(c2ccccc2)(c2ccccc2)C1=O)Nc1cccnc1Cl,0.0,12*,-32,2,3,5,0,6,-1
COC(=O)c1ccccc1NC(=O)CCC(=O)N1CC(C)Oc2ccc(C)cc21 (configuration not stated),-0.1,3.6,-4,-5,14,1,-4,2,1
Cn1ccnc1CN1CCCCC1C(=O)Nc1ccc(Oc2cccnc2)cc1 (configuration not stated),0.2,1.9,7,-33,-7,-2,8,-7,1
COCCNC(=O)C(c1cccc(OC)c1)N(C(=O)Cn1nnc2ccccc21)c1cccnc1 (configuration not stated),-0.2,1.2,-7,-3,1,-2,4,-3,1
Brc1ccc(CNCCCSc2ncccn2)cc1,0.0,0.9,-11,-3,7,-4,-1,5,-10
CC(C)Cc1nc2oc3c(NCC4CCCO4)ncnc3c2c2c1CCC2 (configuration not stated),-0.1,-0.1,-1,5,2,1,-4,7,0
CC(/C=N/NC(=O)c1cccs1)=C\c1ccco1,0.0,2.4,5,6,37,15,-20,-3,-1
CCN(C(=O)COC(=O)c1cc(-c2ccccc2)nc2c1c(C)nn2-c1ccc(C)cc1)C1CCS(=O)(=O)C1 (configuration not stated),0.0,0.7,-3,-4,9,-1,27,0,-4
CC(=O)Nc1ccc(S(=O)(=O)N2CCN(S(=O)(=O)c3ccccc3)CC2)cc1,-0.2,2.4,-6,-3,2,-7,3,-29,-1
Cn1nc2c3cc(F)ccc3n(Cc3ccc(F)cc3)cc-2c1=O,-0.2,0.5,8,0,-10,-4,36,2,-2
OC1(C#CCN2CCCC2)c2ccccc2-c2ccccc21,0.1,1.1,6,-4,-7,-2,8,1,0
c1ccc(Nc2nnc(SCc3cccc4ccccc34)s2)cc1,-0.2,1.5,-6,1,9,-4,7,-2,2
Cc1nn(C)c(C)c1C(C)NC(=O)c1ccc(OC2CCN(Cc3ccccn3)CC2)cc1 (configuration not stated),0.2,1.9,7,-4,-7,-2,-10,6,3
COc1ccc(N(CC(=O)N2CCN(c3cccc(C)c3C)CC2)S(=O)(=O)c2c(C)noc2C)cc1,-0.7,3.5,-12,1,4,1,24,-2,-2
c1ccc(-n2cccc2)c(N2CCCCC2)c1,0.0,0.1,8,-2,0,3,-3,0,-2
Cc1cccc(OCc2nnc(SCc3cc(=O)[nH]c4ccccc34)n2-c2ccccc2)c1,0.2,4.5,-66,2,8,-2,8,-1,0
CCCN1C(=O)/C(=C/c2ccc(C)o2)SC1=Nc1ccc(OCC)cc1,-0.1,-9.1,15,9,5,-3,1,-5,1
Cc1ccc(S(=O)(=O)NCC(=O)Nc2ccc3c(c2)OCCO3)cc1,0.1,1.4,-6,-10,-12,-4,-2,-1,-1
COc1ccccc1-n1cnnc1SCC(=O)NCc1cccs1,0.4,2.8,10,-3,-6,5,-7,-5,-3
Cc1ccc(-n2nc(C)cc2NC(=O)CC#N)cc1,0.0,-3.1,-2,0,-5,2,2,-2,-1
COc1cc2cnc(-c3ccccc3)c(-c3ccc(C(F)(F)F)cc3)c2cc1OC,-0.2,3.1,6,x,x,x,-1,-6,0
Cc1cc(C(=O)O)ccc1N/C=C1\CCCC(C)C1=O (configuration not stated),0.1,1.5,13,-1,-1,0,-11,1,3
SMILES,Efflux pump mplx,PP5 primary,PREPL inhibitor,CTSL1 counter,HCV core dimer,TPT1 inh,GASC-1 inh,LYPLA2 inh,PP1 counter
Cc1ccc(S(=O)(=O)N2CCCCC2)cc1NC(=O)CNc1ccccc1N1CCCC1=O,0.5,1.1,1,x,x,x,4,-1,1
Cc1ccc(-c2nn(-c3cccc(F)c3)cc2CN2CCN(c3ccccn3)CC2)o1,0.2,2.8,4,-1,3,6,6,-2,-1
CCCn1nnc(NC(=O)/C=C/c2ccc(C(C)C)cc2)n1,-0.1,0.3,-3,-2,-4,-1,-27,5,1
O=C(COC(=O)C1CC2CCCC(C1)C2=O)Nc1nc(-c2ccc(F)c(F)c2)cs1 (configuration not stated),0.1,0.1,-4,-2,0,-3,-38,-10,1
CC1(C)Cc2c(sc3nn[nH]c(=O)c23)CO1,-0.1,-2.1,2,3,-1,1,6,-3,1
COCCOC(=O)c1c(NC(=O)CN2c3ccccc3CC2C)sc(C(N)=O)c1C (configuration not stated),0.0,-0.3,29,5,19,-2,-2,1,1
O=S(=O)(c1cnccc1N1CCN(/N=C/c2ccc(Cl)cc2)CC1)N1CCCCC1,0.2,-0.4,15,-5,1,-9,-10,10,-4
CSc1ccc(S(=O)(=O)NCc2ccc(Cl)cc2Cl)cc1,1.0,4.0,-19,-2,0,1,21,0,1
CCC(=O)N1CCc2nc(-c3ccccc3)sc2C1,0.0,-2.0,-2,-2,1,1,10,-7,-1
COc1ccc(S(=O)(=O)Nc2ccc(Cl)cn2)c(C)c1C,0.0,2.1,13,0,1,-1,-12,5,-2
COCC1CCN(Cc2cn(Cc3ccccc3)nc2-c2cc3ccccc3o2)CC1,0.2,2.0,7,2,-1,3,7,-8,-1
CN1C(=O)CSc2ccc(NC(=O)Nc3ccccn3)cc21,0.1,0.7,3,-5,4,1,9,-1,2
CC1(C)C=Cc2c(ccc3c2OC[C@H](c2ccc(O)cc2O)C3)O1,0.2,9.6*,5,x,x,x,1,-9,4
COc1ccc(Nc2nnc(C)c(=O)[nH]2)c(OC)c1,-0.1,-1.1,13,-2,-6,-1,6,3,-5
Nc1nnc(SCC(=O)Nc2cccnc2Cl)s1,0.3,2.0,-2,1,-12,0,-16,-4,-6
O=C(Cc1cccs1)NCCc1ccc(F)cc1,0.0,-0.5,1,-2,-73,-2,1,-1,1
COc1ccc(CNC(=O)COC(=O)c2ccc3c(c2)OCCO3)cc1,-0.1,0.4,-2,-1,-3,-1,-3,-2,-2
O=C(CNS(=O)(=O)c1ccccc1)OCC(=O)c1ccc(Br)cc1,-0.1,-0.1,1,-39,1,1,4,-1,1
O=C(COC(=O)c1cccc(S(=O)(=O)N2CCOCC2)c1)c1ccccc1,0.0,2.6,17,-9,-8,-2,-2,1,2
N#CCCn1cnc2c(=S)nc[nH]c21,-0.1,1.0,21,2,-3,-5,8,2,-3
CC(C)N(Cc1ccccc1)C(=S)Nc1cccnc1,-0.1,0.0,-5,3,-3,0,17,-1,-5
CCSc1ncc(Cl)c(C(=O)Nc2ccc(S(N)(=O)=O)cc2)n1,0.0,-1.1,8,3,-2,4,1,-8,4
Cc1cc(C)n(C(=O)c2cc3ccccc3c(=O)o2)n1,0.1,-3.1,-9,-2,-1,-1,15,-4,-1
COc1ccc(CNC(=O)c2cc(S(=O)(=O)N3CCOCC3)cn2C)cc1,0.1,1.7,7,1,-2,0,6,-2,1
CSC1=NS(=O)(=O)c2c(C)nn(C)c2S1,-0.1,0.2,19,-3,-8,-4,-11,6,-2
CCOc1ccc2nc(NC(=O)C(CC)Sc3nc(C)cc(=O)[nH]3)sc2c1 (configuration not stated),0.4,3.5,8,0,6,0,1,3,1
O=C(Cn1c(-c2cscn2)nc2ccccc21)Nc1ccc2ccccc2c1,0.5,4.6,-6,-2,5,1,-8,-12,2

# Screening results from PubChem BioAssay.
